Assay outcomes (PubChem)
AmpC det inh: inhibitors of E. coli AmpC beta-lactamase with detergent. purified AmpC, nitrocefin hydrolysis with detergent. Potency, µM (doses to about 28.7 µM), for inactives: top-dose activity change, negative = inhibition. actives 0.09% (n = 71,000); active = well fitted curve in the direction sought with a large enough effect
Target sequence (P00811 whole entry, looked up): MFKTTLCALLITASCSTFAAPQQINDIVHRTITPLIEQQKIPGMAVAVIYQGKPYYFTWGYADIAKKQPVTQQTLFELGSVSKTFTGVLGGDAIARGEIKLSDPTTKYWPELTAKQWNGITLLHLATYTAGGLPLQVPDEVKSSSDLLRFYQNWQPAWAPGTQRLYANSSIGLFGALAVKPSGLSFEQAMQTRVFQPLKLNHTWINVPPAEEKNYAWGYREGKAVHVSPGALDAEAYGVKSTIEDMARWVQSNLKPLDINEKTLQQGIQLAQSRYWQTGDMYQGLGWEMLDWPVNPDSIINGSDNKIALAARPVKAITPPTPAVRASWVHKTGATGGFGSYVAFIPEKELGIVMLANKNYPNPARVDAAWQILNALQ
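E. coli AmpC (5.3 nM) in 20 mM phosphate pH 7.0 with 0.01% Triton X-100, preincubated 15 min RT with compound; nitrocefin (2 uL of 800 uM stock) hydrolysis followed by 480 nm absorbance every 20 s over 4 min.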
An asterisk follows results filed as active; [ ] = dose if it differs, or a comment. % is scaled to controls: 0 for no effect and ±100 for the full control effect; potency is read from the fitted curve at half-maximal effect.

SMILES	AmpC det inh
CCCc1cc(=O)[nH]c(SCC(=O)N2CCN(c3ccc(F)cc3)CC2)n1	-15%
Cc1cc2n(n1)C(c1ccccc1)Nc1ccccc1-2 (stereo not given)	-7%
CN(CC(=O)NCCC1=CCCCC1)S(=O)(=O)c1ccc2c(c1)CCC(=O)N2	13%
CC1(C)CC(=O)c2cnn(-c3nc4ccccc4[nH]3)c2C1	-2%
Cc1ccc(NC(=O)COC(=O)CN2CSCC2=O)cc1C	-2%
CS(=O)(=O)N1CCCC(C(=O)NCCCN2CCc3ccccc3C2)C1 (stereo not given)	0%
Cc1cc(SCC(N)=O)nc(SCC(=O)c2ccccc2)n1	1%
Cn1c(SCC(N)=O)nnc1C1CCN(C(=O)NCc2ccccc2)CC1	-2%
O=C(O)C(c1ccccc1)C1(O)CCCC1 (stereo not given)	15%
COc1ccccc1C1CC(=O)Nc2cc3c(cc21)OCCO3 (stereo not given)	-1%
CCOc1ccccc1-n1c(COc2ccccc2)nnc1SCC(N)=O	13%
Cn1c(=O)c2c(ncn2CCCc2ccccc2)n(C)c1=O	-1%
CN(C)S(=O)(=O)c1ccc(S(=O)(=O)N(CC(=O)Nc2ccccc2)CC2CCCO2)cc1 (stereo not given)	-3%
COC(=O)[C@@]1(Cc2ccc(F)cc2)[C@H]2c3cc(C(=O)N4CCCC4)n(CCSCCO)c3C[C@H]2CN1C(=O)c1ccccc1	3%
O=c1[nH]c(CN2CCC(c3nc4ccccc4s3)CC2)nc2sc3c(c12)CCC3	-1%

Rewritten as comma-separated lines: entries from further up
Compound,AmpC det inh
Cc1ccc(NC(=O)COC(=O)CN2CSCC2=O)cc1C,-2%
CS(=O)(=O)N1CCCC(C(=O)NCCCN2CCc3ccccc3C2)C1 (stereo not given),0%
Cc1cc(SCC(N)=O)nc(SCC(=O)c2ccccc2)n1,1%
Cn1c(SCC(N)=O)nnc1C1CCN(C(=O)NCc2ccccc2)CC1,-2%
O=C(O)C(c1ccccc1)C1(O)CCCC1 (stereo not given),15%

(list continues)
SMILES	AmpC det inh
CC(=O)CCc1ccccc1	11%
COC(=O)[C@@H]1C[C@@]1(C)[C@@H](NC(=O)OCc1ccccc1)c1ccccc1	13%
COc1cccc(N2C(=O)CC(N3CCC(C(N)=O)(N4CCCCC4)CC3)C2=O)c1 (stereo not given)	-1%
Cc1ccc(C)c(-n2c(CNC(=O)c3ccco3)nnc2SCC(=O)Nc2nnc(C)s2)c1	9%
Cc1ccc(NC(=O)C2CCCN(S(=O)(=O)c3cnc[nH]3)C2)c(Br)c1 (stereo not given)	0%
CCC[C@H]1C[C@H](C(=O)N[C@H]([C@@H]2O[C@H](SC)[C@@H](O)[C@H](O)[C@@H]2O)[C@H](C)O)N(C)C1	-2%[12.8 µM]
O=C(OCC(=O)c1c[nH]c2ccccc12)c1ccco1	-2%
Cc1cccc(-c2c3c(=O)n(C)c(=O)n(C)c3cn2-c2ccc(O)cc2)c1	0%
NC(=O)CSc1nnc(COc2ccccc2)n1C1CCCCC1	10%
CCN(CC)C(=O)C1=C(C)Nc2nnnn2C1c1cccnc1 (stereo not given)	0%
O=C(NCc1cccnc1)C1CCCCN1S(=O)(=O)c1ccc(F)cc1 (stereo not given)	-6%
NC(N)=NC(N)=Nc1ccc(S(=O)(=O)O)cc1	-3%[5.75 µM]
Cc1cccc(NC(=O)C23CCC(C)(/C(=N/O)C2)C3(C)C)c1 (stereo not given)	13%
Cn1c(=O)oc2cc(S(=O)(=O)NC3CCCCCCC3)ccc21	-1%
c1ccc(Cc2nnc3sc(-c4ccc5c(c4)OCCO5)nn23)cc1	12%
COC1CCCCC1NS(=O)(=O)c1ccccc1 (stereo not given)	14%
CCCCn1c(CN2CCN(C(=O)OCC)CC2)nc2c1c(=O)[nH]c(=O)n2C	-2%
COC(=O)C1CN(S(=O)(=O)c2ccc(C)cc2)CCN1S(=O)(=O)c1ccc(C)cc1 (stereo not given)	-3%
CCCC(NC(=O)CNC(=O)C(C)(C)C)C(=O)O (stereo not given)	-1%
COC(=O)Cc1c(C)nc2nc(-c3ccc(OC)cc3)[nH]n2c1=O	1%
CC(C)=CC(=O)OCC(=O)Nc1ccc(F)cc1Cl	-2%
O=C(Cn1[nH]c(=O)c2ccccc2c1=O)Nc1ccc2c(c1)CCC2	-1%
CCNc1ncc2nc(CCc3ccccc3)c(=O)n(CCC#N)c2n1	0%
c1coc(CNc2c3c(nc4ncnn24)CCCC3)c1	20%
CCCNS(=O)(=O)c1ccc(CCC(=O)N2CCC(C)CC2)cc1	-1%
COc1ccccc1CNC(=O)C1CCCN1S(=O)(=O)c1cccc2cccnc12 (stereo not given)	11%
COCCn1c(C)cc(C(=O)CSc2nnc3ccccn23)c1C	11%
Cc1ccc2c(c1)N(CC(=O)N1CCc3ccccc3C1)C(=O)CO2	8%
O=C1C2CC=C(Cl)CC2C(=O)N1CCc1ccccc1 (stereo not given)	-3%
CC1=C(O)C(=O)[C@H]2O[C@@H]2C1=O	0%
Cc1ccc(OCC(=O)N2CCN(C)CC2)c(Br)c1	-1%
COc1ccc(N(CC(=O)Nc2cccc(SC)c2)S(C)(=O)=O)cc1	-3%
CCOC(=O)N1CCN(CC(O)COCC2=CCC3CC2C3(C)C)CC1 (stereo not given)	0%
CCC(=O)Nc1ccc(S(=O)(=O)N2CCc3ccccc3C2)cc1	5%
O=C(CS(=O)(=O)c1cn(Cc2cccc(F)c2)c2ccccc12)N1CCCCC1	-1%
NC(=O)Cc1c[nH]c2cccc(O)c12	1%
O=C(O)COc1ccc2occ(C(=O)c3ccccc3)c2c1	-2%
Cc1cccc(N2CCN(C(=O)c3cc4c(=O)[nH]c5ccccc5c4n3C)CC2)c1C	-3%
Cc1ccc(-n2nc3c([n+]2[O-])CCc2c-3no[n+]2[O-])cc1	0%
CC1(C)N=C2C(=[N+]1[O-])CCC/C2=N\O	3%
C[C@@H](CN1c2ccccc2Sc2ccccc21)N(C)C	0%[12.8 µM]
CCOC(=O)c1c(-c2cccs2)csc1NC(=O)CN1CC(C)OC(C)C1 (stereo not given)	1%
CN(C)C(=O)c1ccc(-c2nccc(N(C)Cc3ccco3)n2)cc1	7%
COc1cc(OC)cc(-c2nc3nc(C)c(CCC(=O)O)c(C)n3n2)c1	1%
CCCCN(C)CCCNC(=O)CS(=O)Cc1nc(-c2ccc(OC)c(OC)c2)oc1C (stereo not given)	-5%

The final 3 compounds of the section above come first, to join the parts.
SMILES	AmpC det inh
CN(C)C(=O)c1ccc(-c2nccc(N(C)Cc3ccco3)n2)cc1	7%
COc1cc(OC)cc(-c2nc3nc(C)c(CCC(=O)O)c(C)n3n2)c1	1%
CCCCN(C)CCCNC(=O)CS(=O)Cc1nc(-c2ccc(OC)c(OC)c2)oc1C (stereo not given)	-5%
C/C=C/c1ccc(OCCSc2nc(C)cc(=O)[nH]2)c(OC)c1	-3%
NC(=O)CSc1cn(CCNC(=O)c2cccs2)c2ccccc12	9%
CN(C)c1ccc(CNn2cnnc2SCc2ccc(F)cc2)cc1	-4%
Cn1cc(CN2CCN(c3ccccc3)CC2)c2ccccc21	-3%
Cc1ccc(N2C(=O)c3ccccc3C2O)nc1 (stereo not given)	12%
O=C(O)[C@@H]1CCCN[C@H]1C(=O)O	-2%
C=Cn1ccnc1P(=S)(c1nccn1C=C)C1CCCCC1	-5%
O=C(CCc1ccccc1)Nc1cc(Cl)ccc1O	1%
CCc1ccccc1NC(=O)c1cnc2n(c1=O)CCS2	11%
c1ccc(Sc2nc(N3CCCCC3)nc(N3CCCCC3)n2)nc1	-6%
O=C(O)CCC(=O)N(Cc1cccnc1)Cc1cccc(F)c1	-4%
COC(=O)[C@@]1(Cc2ccc(F)cc2)[C@H]2c3cc(C(=O)N(C)C)n(CCSCCO)c3C[C@H]2CN1C(=O)c1ccccc1	2%
COCCn1c(=O)c(-c2ccccc2)nc2cncnc21	-4%
CCc1cc(Br)ccc1N1C(=O)C2CC=CCC2C1=O (stereo not given)	-1%
C[C@H](N)[C@@H](O)c1ccccc1	13%[12.8 µM]

Entries shown so far that contain bromine, in the order listed:
SMILES	AmpC det inh
Cc1ccc(NC(=O)C2CCCN(S(=O)(=O)c3cnc[nH]3)C2)c(Br)c1 (stereo not given)	0%
Cc1ccc(OCC(=O)N2CCN(C)CC2)c(Br)c1	-1%
CCc1cc(Br)ccc1N1C(=O)C2CC=CCC2C1=O (stereo not given)	-1%

(listing goes on)
SMILES	AmpC det inh
CCOc1ccccc1NC(=O)CN(c1cc(C)cc(C)c1)S(=O)(=O)c1c(C)noc1C	6%
CC(=O)OC[C@H]1O[C@@H](n2ccc(=O)[nH]c2=S)C(OC(C)=O)C1OC(C)=O (stereo not given in full)	-1%
O=C(OCCNc1ncc(C(F)(F)F)cc1Cl)c1ccc(S(=O)(=O)N2CCOCC2)cc1	-6%
Cc1ccc(S(=O)(=O)N2CCN(C(=O)C3COc4ccccc4O3)CC2)cc1C (stereo not given)	0%
O=C(c1ccc(Br)o1)N1CCN(Cc2ccc3c(c2)OCO3)CC1	-1%
CS(=O)(=O)N1CCN(c2ccccc2NC(=O)CSc2ccc(Cl)cc2)CC1	-1%
CCc1nnc2c3cnn(-c4ccc(C)c(C)c4)c3ncn12	-3%
COCCn1cc(C(=O)NCCCN2CCC(C)CC2)c2c3ccccc3n(C)c2c1=O	9%
NCCCCCc1nnc(SCc2cccc(Cl)c2)o1	-1%
COc1ccc(S(=O)(=O)NCC(c2cccnc2)N2CCN(C)CC2)cc1C (stereo not given)	12%
CC(C(=O)Nc1cccnc1)N1C(=O)c2ccccc2C1=O (stereo not given)	20%
COc1ccc(NC(C)=O)c2nc(C)c(C)nc12	7%
O=C(NCc1ccco1)Nc1ccccc1Cl	-2%
CN1CCC(OC(=O)COc2ccc(C(C)(C)C)cc2)CC1	-2%
COC(=O)c1ccc(CNC(=O)CSc2nc3sc(C)c(C)c3c(=O)n2C)o1	-8%
CN(C)c1cccc(C(=O)OCC(=O)NCc2ccco2)c1	-5%
CN(C)CN1CSC(=S)N(CN(C)C)C1	-6%[5.75 µM]
Cc1cnc(NC(=O)C2CCCO2)s1 (stereo not given)	-2%
Cc1cccc(C(=O)O)c1NC(=O)c1ccc(F)cc1	-4%
Nc1ccc2c(c1)CCC2=O	-5%
COc1cc(OC)cc(-c2nc3cc(C)ccc3o2)c1	-6%
Cc1nc2ccccc2c2nc3ccccc3n12	8%
O=C(Nc1ccc(F)cc1)N1CCN(C/C=C/c2ccccc2)CC1	1%
COC(=O)C1CCN(C(=O)c2sc3nc(-c4ccccc4)cn3c2C)CC1	-2%
CCOC(=O)C1=C(N)N2C(=O)C(C)SC2=C(C(=O)OCC)C1c1ccccc1 (stereo not given)	-4%
Cc1ccc2[nH]c(=O)c(CNC(C)(C)C)cc2c1	-3%
CC(C)C[C@@H](CC(=O)N[C@@H](CCC(=O)O)CC(=O)O)NC(=O)[C@@H]1CCCC[C@H]1NC(=O)C[C@@H](NC(=O)C[C@H](Cc1ccccc1)NC(=O)[C@@H]1CCCC[C@H]1N)C(C)C	-1%
O=C(COC(=O)c1cccs1)NCCN1C(=O)CSC1=O	2%
COc1ccccc1N1CCN(C(=O)C2CCN(S(=O)(=O)c3ccccc3)CC2)CC1	-3%
N#Cc1c2n(c3c(=O)n(Cc4ccc(Cl)cc4)cnc13)CCCCC2	0%
CCc1ccccc1NC1=NCC(=O)N1Cc1ccccc1	-3%
COc1ccccc1N(CN1CCCC1=O)C(=O)c1c(F)cccc1Cl	-5%
Cc1ccc(-c2nn(C)c(=O)c3ccccc23)cc1CNC(=O)CN1CCOCC1	-4%
CCOc1ccccc1N1CCN(Cc2cccc(OC)c2O)CC1	-3%
CCN(CC)c1ccc(NC(=O)c2ccco2)c(C)c1	-8%
CCC(c1nnnn1Cc1ccco1)N1CCN(C(=O)c2ccco2)CC1 (stereo not given)	1%
Cc1ccc(-c2cc(C(=O)Nc3c(C#N)cnn3C)no2)cc1	-4%
CCc1nc2c(n1O)CCc1nonc1-2	-2%
Cc1ccc(S(=O)(=O)NCC2CCC(C(=O)N3CCC4(CC3)OCCO4)CC2)cc1 (stereo not given)	-2%
O=C(Nc1cnc2sccn2c1=O)c1ccccc1Cl	-5%
O=S(=O)(CCc1nc2ccccc2o1)c1ccc(Cl)cc1	-2%
CCc1c(C)nc2ncnn2c1N1CCC(C(=O)NCc2cccc(OC)c2)CC1	-2%
CC(=O)c1c(C)n(CC2CCCO2)c2ccc(O)cc12 (stereo not given)	-7%
O=C(c1ccccc1)N1CCCCC(Sc2nnc3ccccn23)C1=O (stereo not given)	-2%
COc1ccccc1-c1coc2c(CN3CCN(C)CC3)c(O)ccc2c1=O	8%
COc1ccc(C2C(C(=O)NCc3ccccn3)c3cc(OC)c(OC)cc3C(=O)N2C)cc1 (stereo not given)	-4%
COc1ccc(C2N=C(Nc3ccc(C)cc3)Nc3nc(C)cc(=O)n32)cc1 (stereo not given)	4%
Cn1nnnc1SCC(=O)NCCc1ccc(Cl)cc1	-3%

Among those listed so far, twelve have a Cl atom:
SMILES	AmpC det inh
CC(C)=CC(=O)OCC(=O)Nc1ccc(F)cc1Cl	-2%
O=C1C2CC=C(Cl)CC2C(=O)N1CCc1ccccc1 (stereo not given)	-3%
O=C(CCc1ccccc1)Nc1cc(Cl)ccc1O	1%
O=C(OCCNc1ncc(C(F)(F)F)cc1Cl)c1ccc(S(=O)(=O)N2CCOCC2)cc1	-6%
CS(=O)(=O)N1CCN(c2ccccc2NC(=O)CSc2ccc(Cl)cc2)CC1	-1%
NCCCCCc1nnc(SCc2cccc(Cl)c2)o1	-1%
O=C(NCc1ccco1)Nc1ccccc1Cl	-2%
N#Cc1c2n(c3c(=O)n(Cc4ccc(Cl)cc4)cnc13)CCCCC2	0%
COc1ccccc1N(CN1CCCC1=O)C(=O)c1c(F)cccc1Cl	-5%
O=C(Nc1cnc2sccn2c1=O)c1ccccc1Cl	-5%
O=S(=O)(CCc1nc2ccccc2o1)c1ccc(Cl)cc1	-2%
Cn1nnnc1SCC(=O)NCCc1ccc(Cl)cc1	-3%

This is a subset. The share of hits here may be higher or lower than overall.
